Screening results as filed in PubChem BioAssay.
CHT inh: human CHT choline transport inhibition | Q9GZV3 | CHT-expressing cells, membrane potential dye, choline response; stronger effect = lower value | B-score at 10 µM | 0.86% of 310,000 active | AID 488975;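 active means B-score over 3 SD under the library average, and starting fluorescence ratio not unusually high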;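 further: choline stimulus applied at its EC90 after an EC20 pre-addition; B-score computed on integrated fluorescence ratio after choline addition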
Target sequence (Q9GZV3 whole entry, looked up): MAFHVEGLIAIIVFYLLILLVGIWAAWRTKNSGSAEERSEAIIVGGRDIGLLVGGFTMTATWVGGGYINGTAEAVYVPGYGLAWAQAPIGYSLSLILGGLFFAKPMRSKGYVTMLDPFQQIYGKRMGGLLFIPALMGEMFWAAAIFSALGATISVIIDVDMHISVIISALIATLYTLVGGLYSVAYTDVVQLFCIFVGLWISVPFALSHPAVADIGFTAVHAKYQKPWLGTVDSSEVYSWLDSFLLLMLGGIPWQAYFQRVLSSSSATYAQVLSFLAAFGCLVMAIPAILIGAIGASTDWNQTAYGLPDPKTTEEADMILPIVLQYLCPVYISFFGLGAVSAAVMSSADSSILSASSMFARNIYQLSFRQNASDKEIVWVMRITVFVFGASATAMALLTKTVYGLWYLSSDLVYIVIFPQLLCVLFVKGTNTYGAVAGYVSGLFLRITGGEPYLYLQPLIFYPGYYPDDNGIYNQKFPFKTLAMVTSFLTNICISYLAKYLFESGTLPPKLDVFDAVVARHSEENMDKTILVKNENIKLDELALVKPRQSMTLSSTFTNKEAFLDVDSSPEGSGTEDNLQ
CHT allo act: human CHT allosteric activation; AID 488977; Q9GZV3; 0.49% of 310,000 active; B-score at 10 µM; CHT-expressing cells, membrane potential dye, choline EC20; stronger effect = higher value; LV-AA mutant CHT in HEK293 cells;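 active means initial fluorescence not abnormally high and integrated response B-score, plate-corrected, over 3 SD above library mean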
* marks the source's active call; other numbers are inactive results; i = inactive.

SMILES	CHT inh	CHT allo act
COC(=O)c1sccc1NC(=O)c1ccccc1C(=O)O	i	i
CC[C@H](C)[C@@H](C(=O)NCCCCCCCCCCC(=O)N1CCNCC1)n1cc(CCCCN=C(N)N)nn1	i	i
COc1cc(C(=O)N/N=C/C2CC=CCC2)cc(OC)c1OC (stereo not given)	i	i
CCN(CC)S(=O)(=O)c1cccc(-c2nc3n(n2)Cc2ccccc2-3)c1	i	i
COc1ccc(COC(=O)c2nc3nc(C)cc(C)n3n2)cc1F	i	i
CN(C)N1C(N)=C(C#N)C(c2cccc3ccccc23)C2=C1CC(c1ccccc1)CC2=O (stereo not given)	i	i
CCCc1nn2c(=O)cc(CSCC(=O)Nc3ccccc3)nc2s1	i	i
NC(=O)C1CCN(C(=O)Cc2ccc(-c3ccccc3)cc2)CC1	i	i
COc1cc(/C=N/NC(=O)c2cc(-c3ccccc3Cl)nc3ccccc23)cc(OC)c1O	i	i
COC(=O)[C@@H]1C[C@@]2(O)[C@@H](O)[C@@H](O)[C@@H](O)C[C@H]2N1CC(c1ccccc1)c1ccccc1	i	i
COC(=O)c1c(NC(=O)c2cccnc2)sc(C(=O)N(C)C)c1C	i	i
O=C(O)CCCC(=O)Nc1nc(-c2ccccc2)cs1	i	i
Cc1nc(N2CCN(C)CC2)[nH]c(=O)c1Cc1cccc2ccccc12	i	i
CN1CCN(CC(=O)Nc2cc(S(=O)(=O)N3CCOCC3)ccc2Cl)CC1	i	i
Cc1ccc(C)c(S(=O)(=O)N(C)C2CCS(=O)(=O)C2)c1 (stereo not given)	i	i
CCOc1ccc(N(C)S(=O)(=O)c2ccc3[nH]cc(C(=O)NCC(OC)OC)c(=O)c3c2)cc1	i	i
CC(C)(C)OC(=O)NCC1CCC(C(=O)NC[C@H](CC(=O)O)c2ccc(Cl)cc2)CC1 (stereo not given in full)	i	i
CCCc1cc(=O)n2[nH]c(NCc3ccccc3F)nc2n1	i	i
Cc1ccc(C(=O)NC(=S)/C=C2\N(C)c3ccccc3C2(C)C)cc1	i	i
O=C(Cc1coc2ccc3ccccc3c12)NCc1cccs1	i	i
COc1ccc(S(=O)(=O)N2CCCN(CC(=O)Nc3cc(NC(C)=O)ccc3OC)CC2)cc1	i	i
CCN(CC1CCCO1)C(=O)c1cc(COc2ccc(F)cc2F)on1 (stereo not given)	i	i
COC(=O)Cn1c(Cc2ccccc2)nc2ccccc21	i	i
COc1ccc2c(c1)SCC(=O)N2C	i	i
COc1ccc(S(=O)(=O)NCc2cc(-c3ccccc3Cl)no2)cc1	i	i
CC(=O)C1C(c2cn(-c3ccccc3)nc2-c2cccs2)NC(=O)NC1(O)C(F)(F)F (stereo not given)	i	i
O=C(Nc1ccc2sc3ccccc3c(=O)c2c1)c1ccccc1Cl	i	i
COc1ccc(Cc2nnc(N/N=C/c3ccc(C)o3)[nH]c2=O)cc1	i	i
CCn1cc(C(=O)NC(=S)Nc2ccccc2[N+](=O)[O-])cn1	i	i
O=C(c1ccc(F)cc1)C1CCN(C(=O)c2ccc(F)cc2)CC1	i	i
COc1ccc(CN(C(=S)Nc2ccccc2)C2CC(=O)N(c3ccc(Cl)cc3)C2=O)cc1 (stereo not given)	i	i
CCc1noc(C)c1C(=O)N(CCCOC)c1c(N)n(Cc2ccccc2)c(=O)[nH]c1=O	i	i
O=c1cc(-c2ccccc2)[nH]c2cc(F)ccc12	i	i
CCOc1cc(C2/C(=C(/O)c3ccc(OC)cc3)C(=O)C(=O)N2CC2CCCO2)ccc1O (stereo not given)	i	i
CCOc1ccc(-c2ncncc2-c2ccc(OC)cc2)c(O)c1	i	i
O=C(O)COc1ccccc1/C=N/NC(=O)CSc1nc2ccccc2c(=O)n1-c1ccccc1	i	i
CCCC(c1nnnn1Cc1ccc(F)cc1)N1CCN(C2CCCCC2)CC1 (stereo not given)	i	10*
CCN(CC)C(=O)Cn1cc(S(=O)(=O)CC(=O)Nc2ccc3c(c2)OCCO3)c2ccccc21	i	i
Cc1ccc(S(=O)(=O)NC(=O)Nn2c(C)nnc2C)cc1	i	i
Cn1cc(/C=C(\NC(=O)c2ccccc2Cl)C(=O)NCCN2CCOCC2)c2ccccc21	i	i

By substructure: the entries above containing an NH in an aromatic ring.
SMILES	CHT inh	CHT allo act
Cc1nc(N2CCN(C)CC2)[nH]c(=O)c1Cc1cccc2ccccc12	i	i
CCOc1ccc(N(C)S(=O)(=O)c2ccc3[nH]cc(C(=O)NCC(OC)OC)c(=O)c3c2)cc1	i	i
CCCc1cc(=O)n2[nH]c(NCc3ccccc3F)nc2n1	i	i
COc1ccc(Cc2nnc(N/N=C/c3ccc(C)o3)[nH]c2=O)cc1	i	i
CCc1noc(C)c1C(=O)N(CCCOC)c1c(N)n(Cc2ccccc2)c(=O)[nH]c1=O	i	i
O=c1cc(-c2ccccc2)[nH]c2cc(F)ccc12	i	i

The list goes on.
SMILES	CHT inh	CHT allo act
CCNC(=S)N/N=C/c1cccs1	i	i
CCOc1ccccc1CN1CCN(Cc2[nH]c3ccccc3c2C)CC1CCO (stereo not given)	i	i
COc1ccc(/C(O)=C2\C(=O)C(=O)N(CCN(C)C)C2c2cccc(OC)c2OC)cc1 (stereo not given)	i	i
O=[N+]([O-])c1ccccc1S(=O)(=O)NC1CCCC1	i	i
O=[N+]([O-])c1ccc(Nc2ccccc2O)c2nonc12	-5.9*	i
Cc1cc2ncn(C(=O)N3CCCCCC3)c2cc1C	i	i
CCn1ccnc1CNC(=O)CC1C(=O)NCCN1CCCc1ccccc1 (stereo not given)	i	i
CCC1CCCCN1CCCNC(=O)Cn1c(=O)c2cccn2c2cccnc21 (stereo not given)	i	i
COc1cc2ccc(=O)oc2cc1O	i	i
Cn1c(NCc2ccco2)nc2c1c(=O)n(Cc1ccc(Cl)c(Cl)c1)c(=O)n2C	i	i
Cc1cc(CSc2ccccc2)ccc1NC(=O)c1ccc(Br)cc1	i	i
O=C(Nc1nc(-c2cccs2)cs1)c1ccc(S(=O)(=O)N2CCCCC2)cc1	i	i
COc1cccc(-c2nnc(SC(C(=O)c3c[nH]c4ccccc34)c3ccccc3)n2C)c1 (stereo not given)	i	i
COc1ccc(/C=N/NC(=O)C2C3CCCCC32)cc1OC (stereo not given)	i	i
COc1ccc(NC(=O)C2CCN(C(=O)C3CC(=O)N(c4ccc(C)cc4)C3)CC2)c(OC)c1 (stereo not given)	i	i
C=CCN1C(=O)/C(=c2\sc3nc(=O)c(Cc4ccccc4)nn3c2=O)c2ccccc21	i	i
CCOc1ccccc1CNc1ccc(N2CCOCC2)c(C(=O)O)c1	i	i
O=C(c1cc(Br)c(Br)s1)N1CCOCC1	i	i
CCCc1c(C(=O)N/N=C/c2cccc(OCc3ccc(F)cc3)c2)nnn1-c1nonc1N	i	i
CCN(CC)S(=O)(=O)c1ccc2c(c1)[nH]c(=S)n2CC	i	i

Retrieved by structure from above, 7 records:
SMILES	CHT inh	CHT allo act
CCOc1ccccc1CNc1ccc(N2CCOCC2)c(C(=O)O)c1	i	i
COc1ccc(NC(=O)C2CCN(C(=O)C3CC(=O)N(c4ccc(C)cc4)C3)CC2)c(OC)c1 (stereo not given)	i	i
O=[N+]([O-])c1ccc(Nc2ccccc2O)c2nonc12	-5.9*	i
Cc1cc(CSc2ccccc2)ccc1NC(=O)c1ccc(Br)cc1	i	i
COc1cccc(-c2nnc(SC(C(=O)c3c[nH]c4ccccc34)c3ccccc3)n2C)c1 (stereo not given)	i	i
O=C(Nc1nc(-c2cccs2)cs1)c1ccc(S(=O)(=O)N2CCCCC2)cc1	i	i
CCC1CCCCN1CCCNC(=O)Cn1c(=O)c2cccn2c2cccnc21 (stereo not given)	i	i

The results go on:
SMILES	CHT inh	CHT allo act
CCOc1ccc2c(=O)c(Oc3ccccc3OCC)coc2c1	i	i
CCN1CCN(C(=O)/C=C/c2ccc(OC)c(OC)c2)CC1	i	i
Cc1nc2ccc(OC(=O)c3ccccc3)cc2s1	i	i
CCOc1ccc(N2C(=O)C3C(c4ccccc4)=NN(c4ccccc4)C3C2=O)cc1 (stereo not given)	i	i
CCCN(CCC)CCCNC(=O)c1cc2c(=O)[nH]c3ccccc3c2n1C	i	i
COc1ccc(C(=O)NC(=S)N2CCN(C)CC2)cc1Br	i	i
CN1CC(=O)N(CC(=O)Nc2ccc(SC(F)F)cc2)C1=O	i	i
O=C(CSc1nc2ccccc2[nH]1)Nc1nc(-c2ccc(Br)cc2)cs1	i	i
CCOC(=O)Cc1cc(=O)c2cc(C)ccc2[nH]1	i	i
COc1cc(C(=O)N2CCN(C3CCCCC3)CC2)cc(OC)c1OC	i	i
O=C(CNC(=O)c1ccccc1F)NC1=NCCS1	i	i
COc1ccc(NC(=O)c2ccccc2N(Cc2ccccc2)S(C)(=O)=O)cc1	i	i
O=C(c1cc(=O)[nH]c2ccccc12)N1CCN(S(=O)(=O)c2ccc3ccccc3c2)CC1	i	i
CC(=O)Oc1ccc(S(=O)(=O)c2ccc(OC(C)=O)cc2)cc1	i	i
CC(C)CNC(=O)C(=O)NNC(=O)c1ccco1	i	i
O=C(CCC1CCCN(Cc2ccc3c(c2)CCO3)C1)NCc1ccc(F)c(F)c1 (stereo not given)	i	i
CN1c2ccsc2/C(=N/Nc2ccccc2)CS1(=O)=O	i	i
N#CCc1nc2n(n1)Cc1ccccc1-2	i	i
COC(=O)CN1C(=O)Nc2ccc(Br)cc2C1c1ccccc1 (stereo not given)	i	i
Cc1c(NS(=O)(=O)c2cc([N+](=O)[O-])ccc2Cl)c(=O)n(-c2ccccc2)n1C	i	i
CCCOc1cccc(C2/C(=C(/O)c3ccc(OC)cc3)C(=O)C(=O)N2CCN(C)C)c1 (stereo not given)	i	i
CCCCNC(=O)c1ccc(C)c(NC(=O)C2=C(C)OCCS2)c1	i	i
O=C(NC1CCCCCCC1)C1CCN(c2nc3ccccc3o2)CC1	i	i
O=C(CN1C(=O)C2C3C=CC(C3)C2C1=O)OCC(=O)c1ccc([N+](=O)[O-])cc1 (stereo not given)	i	i
O=[N+]([O-])c1cccc(S(=O)(=O)NCCCN2CCOCC2)c1	i	i
COc1ccc(C2C(C(=O)N3CCOCC3)=C(C)NC3=C2C(=O)CC(C)(C)C3)cc1O (stereo not given)	i	i
COc1ccc(CN2C(=O)c3ccccc3C2=O)cc1	i	i
Cc1ccc(S(=O)(=O)N2CCN(C(=O)C(C)Cn3cncn3)CC2)cc1 (stereo not given)	i	i
COc1ccc(OC)c(NC(=O)N[C@H](Cc2ccccc2)C(=O)NN)c1	i	i
COc1cc(OC)c(C#N)c(S(=O)(=O)Cc2ccccc2)c1	i	i
Cc1cc(NC(=O)c2ccccc2)n(C(C)(C)C)n1	i	i
O=C(Cc1ccccc1[N+](=O)[O-])OCC(=O)c1c[nH]c2ccccc12	i	i
CCOC(=O)c1[nH]cnc1C(=O)Nc1ccccn1	i	i
Cc1cccc(NC(=S)NC2CC3CCCC(C2)N3Cc2cccs2)c1 (stereo not given)	i	i
CCSC1=C(C#N)C2(CCCC2)C(C#N)=C(N)N1	i	i
CN(C)Cc1cccc([N+](=O)[O-])c1O	i	i
CS(=O)(=O)NCCSCc1c(Cl)cccc1Cl	i	i
Nc1cccc2c1C(=O)N(c1ccccc1)C2=O	i	i
Cc1ccc(C)c(OCC(=O)Nc2nonc2NC(=O)COc2cc(C)ccc2C)c1	i	i
CCSc1nnc(NC(=O)CSc2nccn2-c2cccc(C)c2)s1	i	i
O=S1(=O)N=C2CCCCCN2C(c2ccc(Cl)cc2)N1 (stereo not given)	i	i
CCCCN(C(=O)C1CCN(C(=O)c2ccccc2C)CC1)c1c(N)n(CCCC)c(=O)[nH]c1=O	i	i
C=CCn1c(CNc2ccccc2)nnc1SCC(=O)N/N=C/c1ccc(O)cc1O	i	i
CCc1nc(C(N)=O)c2[nH]c(=O)n(-c3ccccc3F)c2n1	i	i
CCN(Cc1cn2cccnc2n1)C1CCCCC1	i	i
O=C(NCc1ccco1)Oc1ccccc1	i	i
O=C(COc1ccc(F)cc1Br)N1CCN(c2ncccn2)CC1	i	i
Cc1ccc(NC(=O)c2ccccc2SCC(=O)N2CCCC2)cc1S(=O)(=O)N(C)C	i	i
CC(c1ccccc1)C1OCC(C[N+]2(C)CCCCC2)O1 (stereo not given)	i	i
Cc1ccc(/C=C2\Oc3cc(OC(=O)N4CCOCC4)ccc3C2=O)cc1	i	i
COc1ccccc1NC(=O)CC1C(=O)NCCN1C(=O)Nc1ccc(Cl)c(Cl)c1 (stereo not given)	i	i
Nc1nnnn1/N=C/C(Br)=C/c1ccccc1	i	i
NC(=O)CNc1n[nH]c(=S)[nH]c1=O	i	i
CCc1ccc2c(c1)[C@]1(C(=O)N2)[C@@H]2C(=O)N(Cc3ccccc3)C(=O)[C@@H]2[C@@H]2CCCN21	i	i
CC(C)COP(=O)(OCC(C)C)C(O)c1ccc(F)cc1 (stereo not given)	i	i
COC(CNC(=O)c1ccc2c3c(onc13)-c1ccccc1C2=O)OC	i	i
O=C(Nc1cccc(Cl)c1)Nc1nnc(CSCCOc2ccc(Cl)cc2)s1	i	i
O=C(Nc1ccc(Nc2ccccc2)cc1)N1CCOCC1	i	i
COc1ccc(Cc2nnc(NC(=O)Cn3cnc4c3c(=O)n(C)c(=O)n4C)s2)cc1	i	i
CCOC(=O)C1CCCN(C(=O)c2ccc([N+](=O)[O-])c(C)c2)C1 (stereo not given)	i	i
Following part
SMILES	CHT inh	CHT allo act
CC1CCCCC1NC(=O)COC(=O)c1ccc(S(=O)(=O)NCc2ccco2)cc1 (stereo not given)	i	i
CCCn1c(O)c2ccc(C(=O)N=NC(=O)c3cccnc3)cc2c1O	i	i
CCC(=O)N1CCN(c2nc3ccc(Br)cc3s2)CC1	i	i
COC(=O)C1=C(C(=O)OC)[C@@H]2N(Cc3ccccc3)c3ccccc3[C@@]23C[C@@H](C(=O)OC)N(C(C)=O)C3=N1	i	i
N#CCc1nnc2n1-c1ccccc1CCC2	i	i
CC(=O)NN1C(=O)c2ccccc2NC1c1ccccn1 (stereo not given)	i	i

Single records (already shown). Order of screens: CHT inh	CHT allo act
Listed for `CC(=O)NN1C(=O)c2ccccc2NC1c1ccccn1` (stereo not given) : i	i
Listed for `CC1CCCCC1NC(=O)COC(=O)c1ccc(S(=O)(=O)NCc2ccco2)cc1` (stereo not given) : i	i
Listed for `CCCn1c(O)c2ccc(C(=O)N=NC(=O)c3cccnc3)cc2c1O` : i	i
